Compound activity from PubChem BioAssay.
PMI act: activators of human PMI, primary screen, biochemical, fluorescence intensity, near-Km mannose 6-phosphate; Mannose-6-phosphate isomerase (Homo sapiens), P34949; activation factor at 20 µM; purified human PMI, coupled resazurin fluorescence, 20 min; stronger effect = higher value; 1 = vehicle control, 0 substrate-free wells; 0.005% of 190,000 active;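 active = activation factor of 2 or more at 20 µM, relative to plate controls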
G6PDH counter: L. mesenteroides G6PDH inhibitors, counter-screen for G6PDH-coupled screening assays, biochemical, Leuconostoc mesenteroides enzyme; AID 1020, 2008; 0.12% of 200,000 active; inhibition, % at 5 µM; Purified L. mesenteroides G6PDH, diaphorase/resazurin coupled fluorescence, 45 min; in the data active = inhibition above about 50%
TNAP inh no acc: human TNAP enzyme inhibitors, primary screen, biochemical, luminescent, no phosphate acceptor, uHTS; 0.26% of 200,000 active; purified TNAP, CDP-star luminescence, 30 min; inhibition, % at 20 µM;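 active = tissue-nonspecific alkaline phosphatase inhibition above about 50% at 20 µM in the single-dose screen, limit read from the data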;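 note: 0% = DMSO negative control and 100% = EDTA positive control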
Target sequence (P05186 whole entry, looked up): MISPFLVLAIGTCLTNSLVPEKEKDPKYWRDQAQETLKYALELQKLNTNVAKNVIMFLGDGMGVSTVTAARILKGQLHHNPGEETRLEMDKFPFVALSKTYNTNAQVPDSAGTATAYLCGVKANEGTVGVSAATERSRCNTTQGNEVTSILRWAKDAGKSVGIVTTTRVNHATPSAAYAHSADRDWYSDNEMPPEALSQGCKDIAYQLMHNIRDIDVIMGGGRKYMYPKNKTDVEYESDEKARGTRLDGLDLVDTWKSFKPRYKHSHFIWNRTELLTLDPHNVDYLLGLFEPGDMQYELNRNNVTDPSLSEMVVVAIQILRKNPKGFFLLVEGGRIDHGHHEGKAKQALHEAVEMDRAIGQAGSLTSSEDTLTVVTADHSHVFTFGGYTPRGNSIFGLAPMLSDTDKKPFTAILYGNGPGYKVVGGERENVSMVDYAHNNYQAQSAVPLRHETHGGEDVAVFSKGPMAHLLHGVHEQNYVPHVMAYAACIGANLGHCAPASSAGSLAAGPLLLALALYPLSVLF
HMGR II inh: inhibitors of E. faecalis class II HMGR, primary screen, biochemical, Enterococcus faecalis; purified E. faecalis HMGR, NADPH absorbance 340 nm kinetic; inhibition, % at 10 µM; 0.41% of 190,000 active;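 active = inhibition above a set limit, the median over all tested compounds plus 3 SD, cut at about 9.5% in these data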;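 note: enzyme runs in reverse so mevalonate oxidation gives rising NADPH absorbance; 0% = complete reaction with DMSO and 100% = background rate lacking mevalonate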
Diaphorase inh: diaphorase inhibitors and chemical oxidizers, primary screen, counter-screen for diaphorase-coupled primary assays, biochemical, uHTS, resorufin fluorescence; 0.69% of 190,000 active; AID 1217, 2008; inhibition, % at 20 µM; diaphorase resazurin-to-resorufin fluorescence, NADH, 16 min; bacterial (C. kluyveri) enzyme, not human;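 active = primary screen inhibition at 20 µM above a set limit, cut at about 50% in these data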;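 note: plate controls were DMSO with full reaction for no effect and wells lacking NADH for full effect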
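Detection: fluorescence of resorufin formed from resazurin, Ex 544/Em 590 nm; test system: Clostridium kluyveri diaphorase enzyme; amount: 0.14 U/mL diaphorase, enzyme working solution; times: 16-min room-temperature incubation before reading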
TNAP inh hi DEA: human TNAP enzyme inhibitors, primary screen, biochemical, luminescent, high phosphate acceptor level, uHTS. purified TNAP, CDP-star luminescence, 1 M DEA. Alkaline phosphatase, tissue-nonspecific isozyme (Homo sapiens), P05186. 0.03% of 200,000 active. inhibition, % at 20 µM;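 active = over 50% inhibition of tissue-nonspecific alkaline phosphatase at 20 µM in the single-dose screen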;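 note: plate controls were DMSO wells for no effect and EDTA-quenched wells as full inhibition for full effect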
FLuc act counter: FLuc activators, initial screening, artefact control for FLuc-dependent activation tests, biochemical, ATPlite luminescence; Luciferin 4-monooxygenase (Photinus pyralis), P08659; ATPlite luciferase biochemical, 10 min; 0 = ATP-free wells, 1 = DMSO control; activation factor at 10 µM; 200,000 tested, under 10 active;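 active = luciferase activation factor, scaled between plate controls, of at least 2 with compound at 10 µM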
Target sequence (P08659 whole entry, looked up): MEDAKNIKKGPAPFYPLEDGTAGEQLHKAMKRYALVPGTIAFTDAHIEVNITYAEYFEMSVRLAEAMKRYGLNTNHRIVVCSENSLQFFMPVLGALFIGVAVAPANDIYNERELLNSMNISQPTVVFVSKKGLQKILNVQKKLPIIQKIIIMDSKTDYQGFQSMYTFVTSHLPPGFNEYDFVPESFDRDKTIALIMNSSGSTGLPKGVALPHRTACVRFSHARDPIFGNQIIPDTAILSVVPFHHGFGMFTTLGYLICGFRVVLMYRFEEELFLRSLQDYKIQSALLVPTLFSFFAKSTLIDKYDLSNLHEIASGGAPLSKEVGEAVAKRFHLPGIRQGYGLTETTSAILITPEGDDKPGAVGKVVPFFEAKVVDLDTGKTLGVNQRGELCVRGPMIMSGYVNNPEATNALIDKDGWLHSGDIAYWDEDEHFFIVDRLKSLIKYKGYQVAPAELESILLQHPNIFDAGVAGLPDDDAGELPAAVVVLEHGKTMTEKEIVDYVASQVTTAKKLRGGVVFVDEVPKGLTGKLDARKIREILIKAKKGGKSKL
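Material: luciferase plus luciferin reagent, cell-free. Medium: PBS buffer for ATP. Also added: ATP substrate, dispensed from a 10.24 µM working solution in PBS. Doses: test compounds dosed from 2 mM stocks in 100% DMSO. Incubation: 10 min post-reagent at room temperature. Technique: light output (luminescence). Read-out basis: luminescence gain marking luciferase activators.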
Diaph act CS: compounds boosting diaphorase resazurin reduction – biochemical, uHTS, resorufin fluorescence, counter-screen for diaphorase-coupled primary assays, primary screen | Diaphorase/resazurin coupled assay, 16 min; stronger effect = higher value; 1 = vehicle wells, 0 = NADH-free wells | AID 1229, 2008 | activation factor at 20 µM | 0.005% of 190,000 active;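 active = diaphorase activity raised at least twofold by the compound at 20 µM; inactive = activation factor below 2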
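System – purified diaphorase enzyme from Clostridium kluyveri · Input – enzyme 0.07 U/mL final · Also added – final NADH 0.114 mM, resazurin 0.1 mM · Measured by – fluorescence of resorufin, 544 nm excitation, 590 nm emission · Timing – 16 min enzyme reaction, ambient temperature · Measure – resorufin increase flagging diaphorase activators or reducers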
TNAP act hi DEA: TNAP activators at high phosphate acceptor level, primary screen, biochemical, luminescence, uHTS. Alkaline phosphatase, tissue-nonspecific isozyme (Homo sapiens), P05186. activation factor at 20 µM. purified TNAP, CDP-star luminescence, 1 M DEA, 30 min; stronger effect = higher value; 0 = EDTA background, 1 = DMSO-only activity. 200,000 tested, under 10 active. AID 1136, 2008;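 active = activation factor at least 2 at 20 µM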
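Assay system: human TNAP; Input: enzyme diluted 1/800 final; Reagent: CDP-star luminogenic substrate at 100 µM final; Timing: 30 min, room temperature; Signal: luminescence; Evaluation: TNAP activation factor scaled between EDTA and DMSO control wells.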
PMI act satM6P: human PMI activators, high substrate, primary screen, biochemical, fluorescence intensity, near-saturating mannose 6-phosphate; Mannose-6-phosphate isomerase (Homo sapiens), P34949; coupled PMI enzyme assay, resazurin fluorescence, 20 min; stronger effect = higher value; 1 = untreated enzyme, 0 = substrate-free blank; activation factor at 20 µM; 0.34% of 190,000 active; AID 1216, 2008;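 active = activation factor of 2 or more at 20 µM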
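Test system: human phosphomannose isomerase with PGI, G6PDH, diaphorase coupling enzymes / Doses: 20 µM compound, 1% DMSO / Times: enzyme reaction with compound 20 min at room temperature / Measured by: Diaphorase-driven resazurin-to-resorufin fluorescence, excitation 544, emission 590 nm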
* hit, by the source's call; . = no result given.

SMILES	PMI act	G6PDH counter	TNAP inh no acc	HMGR II inh	Diaphorase inh	TNAP inh hi DEA	FLuc act counter	Diaph act CS	TNAP act hi DEA	PMI act satM6P
CC1=CC(C)(C)N2C(=O)C3(C(C#N)=C(N)Oc4cc(O)ccc43)c3c(C)c(C)cc1c32 (configuration not stated)	0.9	3	5	-6	28	-3	1.1	0.7	1	0.9
CC(C)[C@H](NC(=O)Nc1ccccc1F)C(=O)O	1.1	3	-16	0	-4	0	1	1	1	1.1
CCCNCc1cc(OC)c(OCc2ccccc2)cc1Br	1.1	0	-13	19*	-1	-6	1	1	1.1	1.1
CCNC(=O)CC1C(=O)N(c2ccc(F)cc2)C(=O)N1Cc1cccs1 (configuration not stated)	0.9	1	-8	-4	18	-5	1	0.8	1.1	0.8
CSc1nnc(-c2ccc(S(=O)(=O)N3CCCC3)cc2)n1C	0.9	10	-5	-1	7	1	1	0.9	1	1
COc1ccccc1Nc1nc(N)nc(CN2CCCCC2)n1	0.9	10	-7	0	11	-3	0.9	0.9	1	0.9
Cc1cc(C(=O)N2CCN(c3ccc([N+](=O)[O-])cc3)CC2)no1	1	7	-10	-2	9	10	1.1	0.9	0.9	1.1
COc1nc(N2CCCCCC2)nc(N2CCCCCC2)n1	1	8	-4	2	5	0	1.1	1	1	1
CCOc1ccc(NC(=O)CN2CC(c3ccccc3)CC2=O)cc1 (configuration not stated)	0.9	-12	-9	-3	5	1	1	1	1	0.9
O=C(NC1CCCCC1)N(CCO)Cc1cc2cc3c(cc2[nH]c1=O)OCCO3	0.9	5	-4	-6	9	0	1	0.9	1	1
Cc1ccccc1OCc1nc(-c2ccc(NC(=O)c3cccs3)cc2)no1	1	0	-8	-5	6	-8	0.9	0.9	1.1	1
CC(=O)Nc1ccc(/C(C)=N/NC(=O)C2CC2c2ccccc2)cc1 (configuration not stated)	0.9	-10	2	0	5	5	1	0.9	1	1
Cc1cc(=O)oc2cc(OCC(=O)N3CCOCC3)ccc12	1.4	1	-7	-4	8	-1	1	0.9	1	1.6
Cc1ccc(S(=O)(=O)/N=C(\N)c2ccc(F)cc2)cc1	1.1	-6	-5	3	6	-2	1.1	0.9	1	1.1
CC(=O)c1cc(-c2nc3ccccc3n2C)n(C)c1	0.9	10	-4	3	14	0	1	0.9	1	0.9
COc1ccc(C2C(C(=O)Nc3cc(OC)c(OC)c(OC)c3)c3ccccc3C(=O)N2C)cc1OC (configuration not stated)	1	0	-27	0	8	-5	1	0.9	1.1	0.9
CC(=O)c1cc(C#N)c(NCc2ccccc2)nc1C	1	3	-6	-1	-1	0	1.1	1	1	1
Cc1ccn(-c2ccc([N+](=O)[O-])cc2)n1	1	-5	-4	3	8	4	1	0.9	1	1
CCOC(=O)c1c(C)n(C)c2ccc(O)c(S(=O)(=O)c3ccccc3)c12	0.9	-17	-14	-11	7	-2	1	0.9	1	1
CCCc1c(C)nc2c(Br)cccc2c1Cl	0.9	-10	-10	-2	4	0	1	1	1	1.1
Cc1cc(C)n2nc(SCc3nnc(SCc4ccccc4C)s3)nc2n1	1	3	-9	-1	50	-3	1	0.5	1	1
CC(C)N(C(=O)CN1C(=O)C(=O)c2ccccc21)c1ccccc1	.	11	-5	-2	.	0	1.1	.	1	.
COc1ccc(S(=O)(=O)N2CCCOC2CNC(=O)C(=O)NCc2ccco2)cc1C (configuration not stated)	1	2	-16	-8	10	-4	1	0.9	1	1
O=C(O)CNC(=O)/C(=C\c1ccc2c(c1)OCO2)NC(=O)c1ccc(Br)cc1	1.1	9	-10	-2	5	2	1.1	0.9	1	1.1
CC(=O)c1c(C)[nH]c(-c2ccccc2)c1C	1	7	-8	3	-2	-4	1	1	1	1

Continued, starting with the last five of the part before.
SMILES	PMI act	G6PDH counter	TNAP inh no acc	HMGR II inh	Diaphorase inh	TNAP inh hi DEA	FLuc act counter	Diaph act CS	TNAP act hi DEA	PMI act satM6P
Cc1cc(C)n2nc(SCc3nnc(SCc4ccccc4C)s3)nc2n1	1	3	-9	-1	50	-3	1	0.5	1	1
CC(C)N(C(=O)CN1C(=O)C(=O)c2ccccc21)c1ccccc1	.	11	-5	-2	.	0	1.1	.	1	.
COc1ccc(S(=O)(=O)N2CCCOC2CNC(=O)C(=O)NCc2ccco2)cc1C (configuration not stated)	1	2	-16	-8	10	-4	1	0.9	1	1
O=C(O)CNC(=O)/C(=C\c1ccc2c(c1)OCO2)NC(=O)c1ccc(Br)cc1	1.1	9	-10	-2	5	2	1.1	0.9	1	1.1
CC(=O)c1c(C)[nH]c(-c2ccccc2)c1C	1	7	-8	3	-2	-4	1	1	1	1
COc1ccc(C(=O)NC(=S)Nc2ccc3oc(=O)ccc3c2)cc1	0.8	12	-12	-1	12	-1	1	0.9	1	0.9
O=c1[nH]c2ccccc2nc1N1CCOCC1	1	0	-11	-6	14	-9	1	0.9	1.1	1
COc1ccc(-n2c(Cc3cc(=O)[nH]c(=O)[nH]3)nnc2SCC(=O)Nc2ccccc2)cc1	1	6	-13	5	7	-8	1.1	0.9	1.1	1
C=CC(=O)NC(C)(C)Cc1ccccc1	0.9	0	-14	2	4	-2	1.1	1	1	1
COc1ccccc1-c1n[nH]c2c1[C@H](C)CC[C@H]2C(C)C	0.9	12	37	-9	19	-4	0.9	0.8	1	0.9
O=C(COc1ccccc1C(=O)c1cnn(-c2ccccc2)c1)Nc1ccccc1	0.8	-33	0	-12	33	2	0.3	0.7	1	0.8
Cn1c(=O)c2c(nc(NCc3ccc4c(c3)OCO4)n2Cc2ccccc2)n(C)c1=O	0.9	-30	-11	3	13	-2	1.1	0.9	1	0.9
CCOC(=O)c1ccc(NC(=O)CC2C(=O)N(c3ccccc3)C(=O)N2CCCOC)cc1 (configuration not stated)	1	2	-9	-6	12	-7	1.1	0.9	1.1	1
Cc1ccc2oc(=O)c3cnn(CC(=O)N4CCCCCC4)c3c2c1	1.1	-5	-24	-4	18	-10	1	0.8	1.1	1.1
COc1ccccc1N(C)S(=O)(=O)c1ccc(C(=O)O)cc1	1.1	8	-11	2	14	-7	1.1	0.9	1.1	1
COc1ccc(NCC(O)COc2ccc(C(C)(C)C)cc2)cc1 (configuration not stated)	0.9	2	-10	-2	10	-8	1.1	0.9	1.1	0.9
Cc1ccc(-c2nc(CS(=O)(=O)CC(=O)N3CCc4ccccc4C3)c(C)o2)cc1	0.8	-27	-6	-1	17	-1	1	0.8	1	0.8
CC(C)c1ccc(C(CC(=O)O)NC(=O)c2cccs2)cc1 (configuration not stated)	1.1	4	-7	3	-14	-3	1	1.1	1	1.1
Nc1ccc(-c2cn3cccnc3n2)cc1	1	-14	-45	-6	7	-6	1	0.9	1.1	0.9
Cn1c(CN2CCCCC2)nc2cc(NC(=O)c3ccccc3)ccc21	1	-20	-8	-1	11	-5	1	0.9	1.1	1.2
COc1ccc(C(=O)c2ccccc2)c(OCC(=O)N(C)C)c1	0.9	14	-17	0	19	-4	1	0.8	1	1
COc1cccc(/C=N/NC(=O)c2[nH]c(C)c(C(=O)N/N=C/c3cccc(OC)c3O)c2C)c1O	0.9	-9	-186	-7	14	3	0.8	0.9	1	1
CCC(C)NC(=O)c1cc(Sc2nnc(C)s2)nc2ccccc12 (configuration not stated)	0.9	-15	-4	2	3	1	1	1	1	1
COc1ccc(S(=O)(=O)N2CCCC(C(=O)NCc3ccco3)C2)cc1Cl (configuration not stated)	0.9	12	-7	0	7	0	1	0.9	1	0.9
CCC(C)NC(=O)c1cc(C)no1 (configuration not stated)	0.9	0	-8	-2	13	-8	1	0.9	1.1	0.9
CCOC(=O)C1=NN(c2cccc(C)c2)C2(S1)SC(C(C)=O)=C(C)N2c1ccccc1 (configuration not stated)	0.8	14	-4	0	17	-1	1	0.8	1	0.8
Cn1ccnc1SCc1cn2cc(Br)ccc2n1	1	2	-1	-1	20	-10	0.6	0.8	1.1	1
C=C(C)COc1ccc(-c2n[nH]c(C)c2-c2ccc(OC)cc2)c(O)c1	1	0	-7	-2	15	-2	1	0.9	1	1.1
CCOc1ccc(S(=O)(=O)Nc2cccc(C(=O)N3CCN(c4ccc(OC)cc4)CC3)c2)cc1	1	5	-13	-3	16	-6	1	0.8	1.1	1
Cc1nc2c([N+](=O)[O-])c(C)c(C)cc2[nH]1	1	-2	-11	-1	12	-4	1.1	0.9	1	1
Cc1ccc(Cn2c(NS(=O)(=O)c3ccccc3)nc3ccccc32)cc1	0.8	8	-6	-4	22	-4	1	0.8	1	0.8
O=C(Nc1ccccc1C(=O)NCCc1ccccc1)c1ccco1	1	21	4	-1	8	-1	1	0.9	1	1
Cc1cc(C)c(S(=O)(=O)Nc2ccc(C(N)=O)cc2)c(C)c1	1	12	-4	0	8	-3	1.1	0.9	1	1
Cc1ccc(C)c(N2CCN(CCCNC(=O)Cn3cc4c(n3)CCC(C)C4)CC2)c1 (configuration not stated)	0.9	-25	-7	-1	6	1	1	0.9	1	0.9
O=C(/C=C/c1ccc(F)cc1)NCC1(c2ccccc2)CCOCC1	0.8	12	-11	-2	11	2	1.1	0.9	1	0.9

Some of the entries above, set out differently.
| SMILES | PMI act | G6PDH counter | TNAP inh no acc | HMGR II inh | Diaphorase inh | TNAP inh hi DEA | FLuc act counter | Diaph act CS | TNAP act hi DEA | PMI act satM6P |
| --- | --- | --- | --- | --- | --- | --- | --- | --- | --- | --- |
| O=C(/C=C/c1ccc(F)cc1)NCC1(c2ccccc2)CCOCC1 | 0.8 | 12 | -11 | -2 | 11 | 2 | 1.1 | 0.9 | 1 | 0.9 |
| CCC(C)NC(=O)c1cc(C)no1 (configuration not stated) | 0.9 | 0 | -8 | -2 | 13 | -8 | 1 | 0.9 | 1.1 | 0.9 |
